Screening results deposited in PubChem BioAssay by National Center for Advancing Translational Sciences (NCATS).
MBNL1 CUG block: qHTS Assay for Inhibitors of MBNL1-poly(CUG) RNA binding; 0.036% of 280,000 active; TR-FRET MBNL1-His/biotin-(CUG)12 binding, 665/545 ratio; Muscleblind-like protein 1 (Homo sapiens), Q9NR56; Potency, µM (titrated, usually from 57.5 µM), without a hit: top-dose activity change, negative = inhibition, hits mostly inhibitors; AID 2675, 2010; active = well fitted inhibition curve with a large enough effect in the signal ratio, with a control signal flat, not every such curve was filed as active; inconclusive = small, poorly fitted or top-dose-only effect, or effect the other way, or a change in a side signal; inactive = no such curve, though single readings can be large or run the other way; the % refers to the signal ratio; also: potency is read from the fitted curve at half-maximal effect; % is scaled to controls: 0 for no effect and ±100 for the full control effect
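MBNL1-His + Biotin-(CUG)12, cpd titration 92 nM–58 uM; Tb anti-His Ab 0.055 ng/ul, SA-XL665 5 nM (final); 60 min RT; ratiometric 665/545 nm, Ex 340 nm; normalized to buffer and full-complex controls.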
Mito fusion yeast: qHTS Assay for Small Molecule Inhibitors of Mitochondrial Division or Activators of Mitochondrial Fusion | S. cerevisiae fusion-defective mutant growth rescue, CellTiterGlo 48 h | Potency, µM (series often up to 46.1 µM), for inactives: at the top dose growth rescue (activation), hits mostly activators | 0.23% of 320,000 active | AID 485298, 2010;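 also: potency is read from the fitted curve at half-maximal effect; % of control where 0% means no effect; nearly all actives have a fitted effect of over 45% in size; temperature-sensitive fusion mutants such as fzo1-1 at 37 °C on non-fermentable ethanol glycerol medium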
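Growth-rescue viability read-out: after 48 h at the non-permissive 37C in glycerol/ethanol YPEG, yeast mitochondrial fusion mutants are measured by CellTiterGlo luminescence; compounds (23 nl pinned per well) restoring growth score as division inhibitors or fusion activators.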
USP2a block: qHTS Assay for Inhibitors of Ubiquitin-specific Protease USP2a Using CHOP2 as the Reporter. Potency, µM (series often up to 38.3 µM), without a hit: at the top dose activity change, negative = inhibition, usual class: inhibitors. 0.01% of 330,000 active. USP2 core, Ub-CHOP2 coupled fluorogenic reporter, 485/531. Ubiquitin carboxyl-terminal hydrolase 2 (Homo sapiens), O75604;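 also: potency is read from the fitted curve at half-maximal effect; plate controls were DMSO wells for no effect and full inhibition by NEM control for full effect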
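Deubiquitinase activity read as fluorescence (485/531 nm) after Ub-CHOP2 cleavage activates the enterokinase reporter on its substrate; USP2 core 10nM, Ub-CHOP2 and substrate 25nM each, 30min compound preincubation then 60min RT; data normalized to NEM, curves fitted.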
Eya2 inh: qHTS Assay for Inhibitors of the Phosphatase Activity of Eya2. Potency, µM (highest dose often 76.9 µM), inactives show at the highest dose activity, negative = inhibition, actives largely listed as inhibitors. 0.006% of 330,000 active. recombinant Eya2, OMFP fluorescence dephosphorylation (OMFP is methylfluorescein phosphate); also: potency is read from the fitted curve at half-maximal effect; % is scaled to controls: 0 for no effect and ±100 for the full control effect
Target sequence (O00167 whole entry, looked up): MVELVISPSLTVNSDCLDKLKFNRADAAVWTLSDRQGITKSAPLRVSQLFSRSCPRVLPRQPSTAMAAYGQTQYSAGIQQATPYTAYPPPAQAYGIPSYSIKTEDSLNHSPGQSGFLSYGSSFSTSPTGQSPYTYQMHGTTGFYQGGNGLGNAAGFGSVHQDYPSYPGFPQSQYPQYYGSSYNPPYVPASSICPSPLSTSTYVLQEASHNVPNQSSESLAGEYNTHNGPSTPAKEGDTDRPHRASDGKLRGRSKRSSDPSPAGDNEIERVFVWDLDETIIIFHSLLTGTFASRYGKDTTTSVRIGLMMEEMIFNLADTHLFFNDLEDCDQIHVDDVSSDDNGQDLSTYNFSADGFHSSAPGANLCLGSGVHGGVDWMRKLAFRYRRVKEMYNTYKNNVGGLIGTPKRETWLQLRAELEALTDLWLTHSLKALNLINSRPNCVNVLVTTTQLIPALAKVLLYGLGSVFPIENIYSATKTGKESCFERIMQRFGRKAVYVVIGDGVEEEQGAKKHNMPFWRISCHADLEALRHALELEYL
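Eya2 protein (added as 0.2 uM solution) was preincubated with compound for 10 min at ambient temperature in 50 mM HEPES pH 7.5, 50 mM NaCl, 5 uM MgCl2, 0.05% BSA, 1 mM DTT. OMFP (added at 50 uM) then reacted 10 min; fluorescence read at 485/525 nm.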
TSHR antagonist: Antagonists of the Thyroid Stimulating Hormone Receptor: HTS campaign. TSHR-expressing cells, TSH-stimulated cAMP HTRF, 2 h; stronger effect = lower value. Thyrotropin receptor (Homo sapiens), P16473. activity change, negative = inhibition, % at 11.5 µM. 0.2% of 330,000 active. AID 504810, 2011;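 active = activity change below a set negative limit, meaning inhibition stronger than a set level, cut at about -70% in these data; inconclusive = activity change between two set negative limits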; also: % is scaled to controls: 0 for no effect and ±100 for the full control effect
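Read-out is FRET at 665 nm (cryptate excitation 337 nm) from a cryptate-tagged anti-cAMP antibody, competed by cell cAMP against cAMP-d2. Compounds are tested on freshly harvested TSHR cells challenged with 4nM TSH (EC80) for 2 hours at 37 deg C.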
KCNH2 WT inh: qHTS for Inhibitors of KCHN2 3.1: Wildtype qHTS. Voltage-gated inwardly rectifying potassium channel KCNH2 (Homo sapiens), Q12809. U2OS, BacMam KCNH2, thallium flux FluxOr; stronger effect = lower value. activity change, % at 1.84 µM. 0.37% of 340,000 active. AID 720551, 2013;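 active = maximum activity change below -70%; inconclusive = maximum activity change between -70% and -50%; inactive = maximum activity change above -50%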; also: % is scaled to controls: 0 for no effect and ±100 for the full control effect
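U2OS cells transduced with wild-type KCNH2 virus are loaded with FluxOr dye for 45 min, and thallium flux is measured in kinetic reads before and after stimulation buffer. Rate constants are normalized to DMSO controls.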
Menin-MLL TR inh: qHTS Assay for Inhibitors Targeting the Menin-MLL Interaction in MLL Related Leukemias: Competition With Texas Red Labeled MLL-derived Mutant Peptide; O00255; Menin + Texas Red MLL mutant peptide, fluorescence polarization; Potency, µM (highest dose often 61.6 µM), for the others: at the highest dose FP activity change, negative = inhibition, hits mostly inhibitors; 0.23% of 270,000 active; AID 1768, 2009; active = well fitted inhibition curve with a large enough effect in the polarisation, with a control signal flat, not every such curve was filed as active; inconclusive = small, poorly fitted or top-dose-only effect, or effect the other way, or a change in a side signal; inactive = no such curve, though single readings can be large or run the other way; the % refers to the polarisation; also: potency is read from the fitted curve at half-maximal effect; % of control where 0% means no effect; many of its hits are not listed in these tables
Chronic BCR inh: qHTS Assay to Find Inhibitors of Chronic Active B-Cell Receptor Signaling. Potency, µM (highest dose often 46.1 µM), inactives show top-dose ratio change, negative = lower green/red ratio, actives largely listed as inhibitors. AID 493014, 2011. 0.05% of 340,000 active. ABC-DLBCL IkBa-CBG/CBR reporter, luminescence ratio, 4 h; active = well fitted inhibition curve with a large enough effect in the signal ratio, with a control signal flat, not every such curve was filed as active; inconclusive = small, poorly fitted or top-dose-only effect, or effect the other way, or a change in a side signal; the % refers to the signal ratio;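 also: potency is read from the fitted curve at half-maximal effect; plate controls were basal doxycycline-induced cells for no effect and cells given 10 µM MG132 for full effect; MG132 reads +100%, hits lower the ratio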
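Concentration-response series (up to 46 uM) were applied to TMD8 dual-reporter cells for 4 h at 37C with doxycycline. Green/red ratio, after filter-overlap correction, defined %Activity; red signal alone was normalised to basal cells and zero luminescence.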
GALK inh: qHTS Assay for Inhibitors of Human Galactokinase (GALK). Purified GALK, Kinase-Glo residual ATP luminescence. 0.007% of 270,000 active. AID 1868, 2009. P51570. Potency, µM (doses to about 57.5 µM), without a hit: at the top dose activity change, negative = inhibition, usual class: inhibitors; also: potency is read from the fitted curve at half-maximal effect; % is scaled to controls: 0 for no effect and ±100 for the full control effect
Target sequence (P51570 whole entry, looked up): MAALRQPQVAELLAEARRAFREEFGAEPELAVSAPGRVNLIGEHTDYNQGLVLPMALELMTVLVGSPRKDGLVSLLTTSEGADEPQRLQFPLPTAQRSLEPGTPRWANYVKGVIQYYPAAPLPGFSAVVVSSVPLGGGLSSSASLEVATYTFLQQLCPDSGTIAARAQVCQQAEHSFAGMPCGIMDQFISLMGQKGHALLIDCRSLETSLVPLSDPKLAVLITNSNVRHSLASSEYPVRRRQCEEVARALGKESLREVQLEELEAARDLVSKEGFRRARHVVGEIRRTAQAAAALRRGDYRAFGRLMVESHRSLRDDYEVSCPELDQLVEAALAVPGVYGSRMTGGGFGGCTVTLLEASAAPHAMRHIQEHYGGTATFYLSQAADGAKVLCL
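Galactose (100 uM) and ATP (35 uM) were turned over by 5 nM GALK for 1 h at RT. Kinase-Glo Plus then converted the remaining ATP into a luminescent signal.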
ASM inhibitor: Inhibitors of Secretory Acid Sphingomyelinase (S-ASM): qHTS. 0.006% of 340,000 active. Potency, µM (titrated, usually from 57.5 µM), inactives show at the top dose activity change, negative = inhibition, most hits filed as inhibitors. placental ASM, HMU-PC fluorogenic substrate, 60 min. Sphingomyelin phosphodiesterase (Homo sapiens), P17405. AID 504937, 2011; also: potency is read from the fitted curve at half-maximal effect
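Fluorogenic HMU-PC substrate (9 uM final) is turned over by placental ASM in 60 min at 37 C after a 10 min compound preincubation. Reaction ended by alkaline stop (pH 10), with fluorescence read at 386/447 nm.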
PKM2 act: qHTS Assay for Activators of Human Muscle isoform 2 Pyruvate Kinase; Pyruvate kinase PKM (Homo sapiens), P14618; purified PKM2, Kinase-Glo ATP luminescence, activation; response scale: 0% is enzyme alone, no compound; Potency, µM (top dose mostly 57.5 µM), for the others: top-dose activation, actives largely listed as activators; 0.34% of 260,000 active; AID 1631, 2009; also: potency is read from the fitted curve at half-maximal effect; % is scaled to controls: 0 for no effect and ±100 for the full control effect; nearly all actives have a fitted effect of over 55% in size
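Purified hPK-M2 (>95%) run at intermediate activity with 0.1 mM ADP and 0.5 mM PEP in 50 mM imidazole pH 7.2, KCl, MgCl2; 1 h room temperature. ATP formed read by Kinase-Glo luminescence; normalized to uninhibited and no-enzyme controls.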
* hit, by the source's call; i = inactive; ? = inconclusive; · = no result given; & = joins results of further samples; [ ] = another dose, or the depositor's remark. Unless noted, calls follow the shape of the dose curve; as a rule, active = well fitted curve in the direction sought with a large enough effect; inconclusive = small, poorly fitted or top-dose-only effect, or another doubt; inactive = no such curve, though single readings can be large; an effect the other way counts as inactive or inconclusive.

SMILES	MBNL1 CUG block	Mito fusion yeast	USP2a block	Eya2 inh	TSHR antagonist	KCNH2 WT inh	Menin-MLL TR inh	Chronic BCR inh	GALK inh	ASM inhibitor	PKM2 act
NS(=O)(=O)c1ccc(CCNC(=O)C(=O)C2C(=O)Nc3ccccc32)cc1 (stereo not drawn)	-6%	1%	0%	6%	-3	-7	·	?	-1%	-1%	0%
N#Cc1cccc(NC(=O)CNc2cc(S(=O)(=O)N3CCOCC3)ccc2N2CCCC2)c1	·	5%	1%	-2%	-14	-2	·	?	·	-5%	·
Cn1c(=O)c2c(ncn2CCC(=O)N/N=C/c2ccccc2)n(C)c1=O	·	-1%	2%	-4%	7	5	·	?	-1%	2%	0%
Cc1ccc(NC(=O)C(C)OC(=O)CCNS(=O)(=O)c2ccc(C)cc2)cc1 (stereo not drawn)	-2%	0%	-1%	-2%	1	-6	-1%	-1%	1%	1%	0%
Cc1onc(-c2c(F)cccc2Cl)c1C(=O)N(C)CCc1ccccn1	-6%	-2%	2%	-2%	4	3	·	0%	-6%	·	1%
Cc1nnc(C)n1/N=C/c1ccc(-c2ccccc2Cl)o1	?	4%	7%	-10%	7	-1	0%	-28%	7%	-1%	-3%
COC(=O)C1=C(C)N(c2ccccc2)/C(=C/c2ccco2)C1=O	-4%	-4%	1%	-8%	3	-3	·	-16%	5%	-3%	-7%
Cc1ccc(C(=O)CC(=O)c2cc(Cl)ccc2O)cc1	6%	7%	-1%	9%	5	8	?	?	4%	-12%	2%
CCN1CCN(Cc2ccc(NC(=O)c3ccc(C)c(/C=C/c4cnc(Nc5cc(N6CCNCC6)nc(C)n5)cn4)c3)cc2C(F)(F)F)CC1	-2%	-13%	-1%	6%	0	-12&4	47%[activator]	?	·	·	2%
CCOc1ccc(NC(=O)N2CCCC2C(=O)NCc2ccco2)cc1 (stereo not drawn)	-1%	-4%	2%	0%	-6	-1	-29%	1%	-1%	-3%	1%
Cc1nn(CC(=O)OCC(=O)Nc2c(C(C)C)cccc2C(C)C)c(C)c1[N+](=O)[O-]	·	-2%	0%	-2%	-1	4	-1%	-1%	-1%	2%	-14%
Cc1ccc(NC(=O)c2cc(F)c(F)cc2Cl)nc1	0%	14%	10%	-10%	10	1	-1%	16%	-3%	0%	0%
COc1cccc(C(=O)COc2ccc3c(C)c(Cc4ccccc4)c(=O)oc3c2C)c1	-5%	-3%	-1%	-7%	4	·	-1%	4%	·	·	1%
COc1ccc(-c2nn(-c3ccccc3)cc2/C=N/Nc2cccc(C(=O)O)c2)cc1	3%	2%	3%	9%	8	-17	?	0%	3%	-3%	0%
Cc1c(NC(=S)N2CCN(c3ccc(F)cc3)CC2)c(=O)n(-c2ccccc2)n1C	-1%	0%	1%	8%	-3	18	-18%	2%	-1%	-4%	7%
CC(=O)c1sc2nc(C)c3c(c2c1N)CCCC3	?	-6%	3%	-16%	14	2	·	?	0%	·	12%
Cc1cccc(-c2nc3sc(C)cc3c(=O)o2)c1	9%	-3%	-1%	1%	-2	3	26%	?	-4%	22%	1%
O=[N+]([O-])c1ccc(/C=C/c2ccncc2)cc1	?	1%	0%	10%	-8	-1	-25%	?	-2%	1%	2%
Cc1cccc(-c2noc(CN(C(=O)/C=C/c3ccccc3Cl)C(C)C)n2)c1	5%	6%	0%	-1%	-10	6	-8%	-6%	·	-6%	-9%
Cc1ccc(-n2nc(CN3CCOCC3)c(-c3ccccc3)c2N)cc1Cl	?	3%	-5%	-2%	-13	0	-11%	-14%	1%	3%	-3%
CC(CCc1ccccc1)NC(=O)CN(C)Cc1ccccc1F (stereo not drawn)	-8%	5%	2%	1%	-4	-3	?	-2%	4%	0%	-2%
COc1ccc(CCN2C(=O)CSC2=Nc2ccc(C)cc2C)cc1OC	3%	0%	9%	11%	-4	-2	·	?	-2%	-2%	-1%
C=CCSc1n[nH]c(-c2ccccc2)n1	3%	-10%	3%	0%	-1	-26	3%	?	1%	-1%	-1%
CC(=O)Nc1cccc(NC(=O)CSc2nnc3ccccn23)c1	·	·	2%	-12%	5	17	·	-2%	·	-1%	·
S=c1sc(SCCOc2ccccc2)nn1-c1ccccc1	-2%	15%	3%	1%	-10	-9	4%	2%	-2%	-3%	3%
CCN(CC)CCOc1ccc2c(c1)C(=NO)c1cc(OCCN(CC)CC)ccc1-2	?	1%	4%	9%	0	1	-1%	?	·	-9%	-2%
CCN1C=C(Cc2cccs2)C2=C(C1)C(c1cccs1)C(C#N)=C(N)O2 (stereo not drawn)	?	7%	3%	1%	3	7	1%	-5%	-3%	6%	2%
Cc1cc(CNC(=O)COC(=O)c2ccc(Cl)c(N)c2)cc(C)c1O	·	8%	2%	17%	-10	0	·	-4%	·	1%	·
CCC(=O)NCCc1nc2cc(NC(=O)COc3ccccc3)ccc2n1C	16%	-32%	-7%	-10%	25	-2	-12%	?	9%	1%	-9%
CCOc1ccc(CNC(=O)CCCOc2cc(=O)n(C)c3ccccc23)cc1	3%	-2%	4%	-12%	-3	1	-7%	?	-1%	-3%	5%
CCN(CC)C(=O)Oc1c(Cl)cc(Cl)c2cccnc12	5%	-7%	-1%	6%	-7	i	-14%	6%	0%	2%	0%
CCNc1nc(NCC)nc(N/N=C/c2cc(OC)c(OC)c(OC)c2)n1	-2%	1%	-1%	0%	-10	0	·	-1%	11%	0%	-8%
COc1ccc(Cn2c(SCc3cc(C)ccc3C)nc3cc(OC)c(OC)cc3c2=N)cc1	-22%	-23%	-1%	3%	25	-4	?	5%	-1%	?	0%
O=C(Nc1ccc(Cl)cc1)c1csc(-c2ccncc2)n1	-2%	2%	0%	-5%	-9	-11	26%	-2%	7%	-5%	-2%
CC(NS(=O)(=O)c1ccc2c(c1)oc(=O)n2C)c1ccccc1 (stereo not drawn)	-17%	1%	0%	1%	-9	-3	·	0%	-4%	5%	11%

Arranged by count of non-hydrogen atoms (ascending): three of the compounds above.
SMILES	MBNL1 CUG block	Mito fusion yeast	USP2a block	Eya2 inh	TSHR antagonist	KCNH2 WT inh	Menin-MLL TR inh	Chronic BCR inh	GALK inh	ASM inhibitor	PKM2 act
CCN(CC)C(=O)Oc1c(Cl)cc(Cl)c2cccnc12	5%	-7%	-1%	6%	-7	i	-14%	6%	0%	2%	0%
O=C(Nc1ccc(Cl)cc1)c1csc(-c2ccncc2)n1	-2%	2%	0%	-5%	-9	-11	26%	-2%	7%	-5%	-2%
CCNc1nc(NCC)nc(N/N=C/c2cc(OC)c(OC)c(OC)c2)n1	-2%	1%	-1%	0%	-10	0	·	-1%	11%	0%	-8%

A portion of the library, so the mix of outcomes need not match the whole.
